Gli-Sufu block: Gli-Sufu pathway antagonists, primary screen, luciferase luminescence, Sufu-KO-LIGHT cells, uHTS. inhibition, % at 5 µM. actives 0.74% (n = 340,000). AID 588413, 2011. Sufu-KO-LIGHT fibroblasts, Gli luciferase reporter luminescence;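 active = inhibition above about 55%, limit read from the data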;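 also: 0% = DMSO-treated cells and 100% = wells with medium but no cells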
CCR6 antag: CCR6 receptor antagonists, primary screen, cell-based, CHO-K1, luminescence, beta-arrestin, uHTS; actives 0.49% (n = 340,000); inhibition, % at 20 µM; CHO-K1 CCR6 PathHunter beta-arrestin, CCL20-stimulated; AID 493098, 2011;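 active = compounds whose inhibition of the agonist-driven luminescence signal at 20 µM reaches about 50%, limit read from the data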;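 also: cells stimulated with CCL20 at 14 nM final; plate controls were DMSO with CCL20 for no effect and DMSO without agonist for full effect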
CXCR6 block: CXCR6 receptor inhibitors, primary screen, cell-based, beta-arrestin, luminescence, CHO-K1 PathHunter, 1536-well; actives 0.36% (n = 360,000); AID 602244, 2012; inhibition, % at 20 µM; C-X-C chemokine receptor type 6 (Homo sapiens), O00574; in the data active = inhibition above about 34%, passing the limit was not always enough;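 also: antagonist mode with CXCL16 agonist at 10 nM final; 0% = 10 nM CXCL16 with DMSO and 100% = unstimulated wells without agonist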
ATG4B inh: ATG4B protease inhibitors, primary screen, biochemical, fluorescence, uHTS | actives 0.51% (n = 340,000) | inhibition, % at 8.33 µM | AID 504462, 2011 | ATG4B cleavage of LC3-PLA2, NBD-HPC fluorescence, 1 h | Cysteine protease ATG4B (Homo sapiens), Q9Y4P1; in the data active = inhibition above about 40%
APJ agonist: agonists of human apelin receptor APJ, primary screen, CHO-K1 cells, PathHunter beta-arrestin, luminescence; 0% DMSO wells, 100% apelin; actives 0.11% (n = 330,000); activation, % at 20 µM; P35414;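 active = activation more than six SD over the plate average, tested at 20 µM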;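 also: 0% = DMSO alone and 100% = apelin-13 at 10 nM; some results filed as inactive read as strong as hits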
Target sequence (P35414 whole entry, looked up): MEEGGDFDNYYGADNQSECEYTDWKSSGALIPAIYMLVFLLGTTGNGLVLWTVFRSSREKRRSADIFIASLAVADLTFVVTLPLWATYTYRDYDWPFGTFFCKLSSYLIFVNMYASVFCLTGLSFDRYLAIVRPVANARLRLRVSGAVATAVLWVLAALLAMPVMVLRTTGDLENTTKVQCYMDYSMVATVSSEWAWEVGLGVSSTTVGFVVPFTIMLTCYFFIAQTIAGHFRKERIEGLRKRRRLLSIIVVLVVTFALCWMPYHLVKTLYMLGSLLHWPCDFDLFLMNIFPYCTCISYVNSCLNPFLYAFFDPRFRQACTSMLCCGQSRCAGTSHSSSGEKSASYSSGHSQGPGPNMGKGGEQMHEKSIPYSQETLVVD
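Assay system: CHO-K1 APJ beta-arrestin complementation cell line / Compound: single test compound dose, 20 µM final, 1% DMSO / Times: overnight seeding, 90 min compound at 25 °C, 1 h detection / Technique: beta-gal luminescence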
UBC13 inh: UBC13 polyubiquitin chain formation inhibitors, primary screen, biochemical, TR-FRET, uHTS; inhibition, % at 20 µM; AID 485273, 2010; actives 0.47% (n = 330,000); Ubiquitin-conjugating enzyme E2 N (Homo sapiens), P61088; in the data active = inhibition above about 45%, passing the limit was not always enough
Target sequence (P61088 whole entry, looked up): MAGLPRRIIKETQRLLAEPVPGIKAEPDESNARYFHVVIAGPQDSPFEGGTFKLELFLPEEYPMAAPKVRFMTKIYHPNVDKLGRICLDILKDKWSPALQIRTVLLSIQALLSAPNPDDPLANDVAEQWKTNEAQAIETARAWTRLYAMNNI
APJ antag: antagonists of human apelin receptor APJ, primary screen, CHO-K1 cells, beta-arrestin complementation, luminescence; P35414; inhibition, % at 20 µM; actives 0.32% (n = 330,000);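 active = inhibition above about 40% at 20 µM, limit read from the data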;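 also: cells challenged with 10 nM apelin-13 agonist together with compound; plate controls were apelin-13 plus DMSO wells for no effect and DMSO wells lacking apelin-13 for full effect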
EBI2 block: EBI2 receptor antagonists, beta-arrestin recruitment, primary screen, cell-based, luminescence, 7a,25-OHC stimulation, uHTS; G-protein coupled receptor 183 (Homo sapiens), P32249; AID 651636, 2012; inhibition, % at 5 µM; actives 0.81% (n = 360,000); 7a,25-OHC stimulated; in the data active = inhibition above about 38%;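 also: enzyme fragment complementation signal reports receptor beta-arrestin coupling in cells; 0% = agonist plus DMSO wells and 100% = wells without agonist; some results beyond the cut were filed as inactive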
Target sequence (P32249 whole entry, looked up, the tested form may be a part): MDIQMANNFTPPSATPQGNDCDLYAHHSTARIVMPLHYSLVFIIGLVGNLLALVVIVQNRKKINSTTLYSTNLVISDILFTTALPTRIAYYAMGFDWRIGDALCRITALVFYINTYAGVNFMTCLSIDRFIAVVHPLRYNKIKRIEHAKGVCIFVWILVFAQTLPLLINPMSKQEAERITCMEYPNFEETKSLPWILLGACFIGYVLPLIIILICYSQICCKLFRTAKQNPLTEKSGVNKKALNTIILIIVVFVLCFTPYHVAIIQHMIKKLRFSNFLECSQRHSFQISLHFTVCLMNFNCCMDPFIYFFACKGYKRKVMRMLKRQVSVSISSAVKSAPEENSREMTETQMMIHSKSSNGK
* = called active by the depositor; · = not tested or not shown; & = joins results of further samples.

no. | structure | Gli-Sufu block | CCR6 antag | CXCR6 block | ATG4B inh | APJ agonist | UBC13 inh | APJ antag | EBI2 block
1 | Cc1cc(C(=O)OCC(=O)c2ccc3c(c2)OCCO3)c(C)o1 | -9 | 0 | 3 | -7 | -7 | 6 | 7 | 10
2 | Cc1ccccc1CNC(=O)CCc1ccccc1 | -2 | -3 | -1 | 8 | -4 | -1 | -37 | 8
3 | CN(C)c1ccc([N+](=O)[O-])cc1C(=O)O | 18 | 12 | -5 | 0 | -1 | -6 | 1 | 0
4 | O=C(/C=C\c1ccco1)NC(=S)Nc1ccccc1O | 2 | 28 | 6 | 5 | -5 | 12 | 28 | -12
5 | O=C(N/N=C\c1ccc(-c2ccc([N+](=O)[O-])cc2)o1)C1COc2ccccc2O1 (centres undefined) | -6 | 1 | -3 | -1 | -1 | -17 | -30 | 1
6 | CSCC[C@H](NC(=O)OC(C)(C)C)C(=O)N/N=C/c1cccc2cccnc12 | -9 | 20 | 12 | -7 | 1 | -10 | 0 | -6
7 | CC(Oc1cc(C(F)(F)F)cc(C(F)(F)F)c1)C(=O)NC(N)=O (centres undefined) | -4 | 2 | 0 | -5 | 5 | 3 | 12 | 7
8 | Cc1ccc(S(=O)(=O)N2CCCCC2)cc1C(=O)NCCC1=CCCCC1 | -2 | 6 | 5 | -3 | -3 | 0 | 6 | 8
9 | CCCCC[n+]1cccc2c3ccccc3ccc21 | 74* | -6 | 3 | 2 | -2 | -1 | 9 | -3
10 | COc1cccc(NC(=S)/C(=C(\[O-])c2ccc(C)c([N+](=O)[O-])c2)[n+]2ccccc2)c1 | -21 | 29 | 11 | -10 | -1 | -11 | -1 | -8
11 | O=[N+]([O-])c1cccc(S(=O)(=O)c2ccc(N3CCCCC3)c([N+](=O)[O-])c2)c1 | 4 | 24 | 8 | -5 | 6 | -8 | -18 | 6
12 | Cc1ccc(NC2CCCN(C(=O)c3cn4cccc(C)c4n3)C2)cc1C (centres undefined) | -5 | 9 | 2 | 0 | -6 | 4 | 7 | -10
13 | CCOC(=O)N1CCN(CC(O)COc2ccc(C)cc2C(C)(C)C)CC1 (centres undefined) | 25 | 6 | 5 | -8 | -3 | 9 | -4 | 5
14 | CCOc1cc(/C=C(/C#N)c2nc3ccccc3[nH]2)ccc1Oc1ccc([N+](=O)[O-])cn1 | 17 | 15 | -5 | 7 | 17 | -4 | -4 | 19
15 | CN(C)c1cc(N/N=C\c2ccccc2)nc(N(C)C)n1 | 12 | 5 | 2 | 5 | -3 | -29 | 23 | 32
16 | O=C(COC(=O)CCC(NC(=O)OCc1ccccc1)C(=O)OCC(=O)Nc1ccccc1)Nc1ccccc1 (centres undefined) | 5 | -5 | 7 | -28 | 0 | 5 | 11 | -8
17 | Cc1cc(NC(=O)CSc2nc3ccccc3n2CC(=O)N2CCCCC2)no1 | 10 | -3 | 7 | 5 | -2 | 3 | 15 | 9
18 | N#C/C(=C\c1cn(-c2ccccc2)nc1-c1cc2ccccc2o1)c1nc2ccccc2[nH]1 | 0 | 19 | -3 | -5 | -2 | 4 | 6 | 9
19 | Cc1ccc(Cl)cc1NC(=O)C1CC(=O)Nc2ncnn21 (centres undefined) | 7 | 8 | 6 | -4 | -1 | 21 | 3 | 0
20 | Cc1cccc(OCC(=O)Nc2ccc(NC(=O)c3ccco3)c(C)c2)c1 | -15 | 1 | 1 | -3 | -1 | 4 | 1 | -2
21 | CN(C1CCCCC1)S(=O)(=O)Cc1ccccc1 | -6 | 17 | -2 | 9 | -3 | 1 | 5 | -1
22 | CCN1CCN(C(=O)C2CCCN(S(=O)(=O)c3cc(Cl)ccc3Cl)C2)CC1 (centres undefined) | 12 | 15 | -2 | 2 | 12 | 2 | 0 | 8
23 | CCOc1ccccc1C(=O)N[C@H](C(=O)NNC(=O)c1cccs1)C(C)C | -1 | -1 | 6 | 0 | -3 | 5 | 8 | -3
24 | O=C1CC(C(=O)Nc2cccc(Cl)c2)n2ncnc2N1 (centres undefined) | 2 | 2 | -4 | -12 | -4 | 1 | -2 | 2

Some of these compounds in order of their number in EBI2 block, rising.
entry | SMILES | CCR6 antag | CXCR6 block | ATG4B inh | UBC13 inh | APJ antag | EBI2 block
20 | Cc1cccc(OCC(=O)Nc2ccc(NC(=O)c3ccco3)c(C)c2)c1 | 1 | 1 | -3 | 4 | 1 | -2
22 | CCN1CCN(C(=O)C2CCCN(S(=O)(=O)c3cc(Cl)ccc3Cl)C2)CC1 (centres undefined) | 15 | -2 | 2 | 2 | 0 | 8
14 | CCOc1cc(/C=C(/C#N)c2nc3ccccc3[nH]2)ccc1Oc1ccc([N+](=O)[O-])cn1 | 15 | -5 | 7 | -4 | -4 | 19

New compounds follow.
no. | structure | Gli-Sufu block | CCR6 antag | CXCR6 block | ATG4B inh | APJ agonist | UBC13 inh | APJ antag | EBI2 block
25 | CS(=O)(=O)Nc1ccc2c(c1)nc1n2CCOC1 | -3 | 5 | 10 | -5 | -3 | 3 | 7 | 7
26 | CC(C)(C)n1nc2c(c1NC(=O)c1cc(Cl)ccc1[N+](=O)[O-])CS(=O)(=O)C2 | -16 | 11 | -3 | -10 | 2 | 1 | 10 | 5
27 | Cc1ccc(/C=N/NC(=O)CNC(=O)c2ccc(S(=O)(=O)N(C)C)cc2)o1 | 3 | 9 | -2 | -7 | -1 | -15 | 3 | -7
28 | Cc1ccc(NC(=O)CC(=O)Nc2ccc(C)c(C)c2)cc1C | 2 | -11 | -1 | 8 | 0 | 0 | 5 | -6
29 | S=C(NCCc1ccccc1)NC1CC1 | -7 | -5 | 7 | 0 | 2 | -8 | -7 | -14
30 | COc1ccc(C(=O)/C=C(/C)N(C)C)cc1 | -3 | 15 | 3 | 6 | -2 | -3 | 12 | 2
31 | COc1cc(CNC(=O)c2cnc(C)cn2)cc(OC)c1 | -9 | 9 | -3 | 1 | 2 | -15 | -15 | -3
32 | CCOC(=O)c1c(NCC(C)C)c2ccccc2[nH]c1=O | 13 | -7 | -2 | 1 | -3 | 7 | 7 | -11
33 | CC(C)(O)CNC(=O)Nc1ccc(Cl)c(Cl)c1 | 3 | 1 | -6 | 4 | -4 | -4 | -7 | 8
34 | COc1ccc(N(CC(=O)Nc2cc(C)ccc2C)S(=O)(=O)c2c(C)nn(C)c2C)cc1 | · | -2 | -1 | -5 | -2 | 7 | -4 | -4
35 | CN(CC(=O)Nc1cccc(F)c1)C(=O)C1CC(=O)N(Cc2ccco2)C1 (centres undefined) | -12 | 6 | 0 | -3 | -3 | 14 | -54 | -9
36 | O=C(CN1C(=O)CNC1=O)Nc1ccc(Cl)cc1 | 1 | 7 | 3 | -4 | 0 | 23 | -12 | 5
37 | O=C1N[C@H](Cc2ccccc2)COC(=O)[C@@H](Cc2ccc(F)cc2)C/C=C\C[C@H]1CC(=O)N(CCO)Cc1ccccc1 | 10 | 9 | 12 | -10 | 0 | 17 | 5 | 4
38 | O=C(NCCO)c1cccc(S(=O)(=O)N2CCCCC2)c1 | -8 | 22 | 12 | 5 | -1 | -3 | -10 | -1
39 | COc1ccc(NC(=O)C2CCN(C(=O)c3ccc(OC)cc3)CC2)cc1 | -12 | -2 | 1 | -4 | 11 | 4 | 8 | -8
40 | CCOC(=O)N1CCN(CCC(=O)Nc2ccc(Br)cc2)CC1 | -3 | 5 | -16 | -1 | 2 | -3 | -13 | 4
41 | Cc1nc(-c2cccc(S(=O)(=O)N3CCCCC3)c2)cs1 | -11 | 9 | -11 | 7 | 0 | -2 | 7 | 0
42 | CC(C)(C)c1[nH]nc2c1C(c1ccncc1)C(C#N)=C(N)O2 (centres undefined) | -5 | 1 | -23 | -17 | -3 | 8 | -7 | -11
43 | CSc1nnnn1-c1c(C)cccc1C | 1 | 5 | 7 | -11 | -3 | -1 | -3 | 7
44 | CCOc1ccc(NC(=O)C2CCN(S(=O)(=O)c3c(C)noc3C)CC2)cc1 | -7 | 5 | -8 | -8 | 11 | -3 | -7 | -7
45 | CN1CCC[C@H]1c1cccnc1 | -2&-6 | 4&-1 | -4&3 | 1&-3 | 1 | 0 | 2 | -4&-9
46 | O=C(CN1CCN(c2ccccc2)CC1)Nc1cccc([N+](=O)[O-])c1 | -5 | 7 | 7 | -7 | -3 | 1 | -13 | 3
47 | CCOc1ccccc1N(CC(=O)N1CCCCCC1)S(=O)(=O)c1ccc(C)cc1 | 6 | 12 | 1 | 4 | 3 | -4 | 2 | 13
48 | CC(C)CC(NC(=O)OC(C)(C)C)c1cn([C@@H](Cc2cc3ccccc3[nH]2)C(=O)N2CCN(C(=O)OC(C)(C)C)CC2)nn1 (some centres undefined) | 15 | -14 | 16 | 6 | -4 | -11 | 15 | 15
49 | COCC(C)NS(=O)(=O)c1ccc(C(=O)NC(Cc2ccccc2)c2ccccc2)cc1 (centres undefined) | 1 | 12 | 8 | -13 | 0 | -3 | 11 | -1
50 | COc1ccc(CNC(=O)CSc2nnnn2C)cc1OC | -7 | 4 | 3 | -1 | -4 | 11 | -30 | -14
51 | Cc1ccc(NC(=S)N2CCN(C(=O)c3ccccc3)CC2)c(C)c1 | -5 | -8 | -5 | -1 | -2 | -2 | 26 | 7
52 | Cc1[nH]n(-c2cccc3ccccc23)c(=O)c1/C=N/c1sc2c(c1C#N)CCC2 | -9 | 9 | -9 | 1 | -2 | -11 | 5 | -3
53 | CC(=O)N1C(=O)/C(=C2\SC(=S)N(NS(=O)(=O)c3ccc(C)cc3)C2=O)c2ccccc21 | 1 | 23 | 8 | -6 | · | · | · | 7
54 | CC(C)Cn1c(-c2cccs2)nc2ccccc21 | 5 | 8 | 5 | 10 | 0 | 7 | -1 | -11
55 | O=C(Nc1scc(-c2ccccc2)c1C(=O)O)c1ccco1 | -2 | -3 | 3 | 10 | -1 | 1 | 7 | -5
56 | C/C(=N\N=C(N)N)c1cccc(Cl)c1 | 3 | 1 | 6 | 0 | -5 | 3 | -1 | 9
57 | CC1(OC(=O)C2CCCC2)C(=O)C=C2C=C(c3ccsc3)N(CCCCO)C=C2C1=O (centres undefined) | -13 | -11 | -13 | -4 | 16 | -80 | -17 | -6
58 | CC(NC(=O)[C@H](C)NC(=O)c1ccco1)c1ccc(S(N)(=O)=O)cc1 (some centres undefined) | 22 | 5 | 1 | -10 | -2 | 1 | 21 | 9
59 | CCN(CC)S(=O)(=O)c1cccc(C(=O)N[C@H](C(=O)Nc2nc3ccc(F)cc3s2)C(C)C)c1 | -3 | 13 | 18 | -16 | 0 | -20 | -33 | 12
60 | COc1ccccc1CNC(=O)Cn1cc2c(n1)CCCC2 | 3 | 3 | 3 | -2 | -2 | 5 | 3 | -8
61 | COc1ccc(/C=C2\SC(=O)N(CCNC(=O)Cc3coc4cc(OC)ccc34)C2=O)cc1 | 5 | 2 | -15 | -21 | -2 | -14 | -10 | 3
62 | CCOC(=O)N1CCN(C(=O)CSc2nnc(Cc3ccccc3)o2)CC1 | -5 | -9 | 3 | 5 | -2 | 8 | 12 | -1
63 | O=C(NCN1CCN(c2ccccc2F)CC1)c1ccccc1 | 2 | 9 | -1 | -13 | -2 | 8 | 10 | -1
64 | Cc1onc(-c2ccccc2Cl)c1C(=O)N1CCc2ccccc21 | 29 | 4 | 15 | -3 | 0 | 5 | 11 | 10
65 | Cc1ccc(S(=O)(=O)Nc2ccc(NC(=O)c3c(F)c(F)c(F)c(F)c3F)cc2)cc1 | 4 | -15 | -21 | -8 | 3 | -8 | -27 | 4
66 | Cc1cc(C)nc(NS(=O)(=O)c2ccc(NC(=O)NC3CCCCC3)cc2)n1 | -2 | -2 | -8 | 0 | -5 | 6 | -11 | 0
67 | C#CCOc1nc(Nc2cccc([N+](=O)[O-])c2)nc(OCC#C)n1 | 3 | 10 | -1 | 15 | -3 | 11 | 0 | 6
